ALDH1A1 block = ALDH1A1 (human) enzyme inhibition. P00352. Purified ALDH1A1, NADH fluorescence, propionaldehyde substrate. Potency, µM (doses to about 75.3 µM), inactives show at the top dose activity, negative = inhibition, actives largely listed as inhibitors. hit rate 7.3% among 220,000. AID 1030; active means well fitted inhibition curve with a large enough effect, not every such curve was filed as active; inconclusive means small, poorly fitted or top-dose-only effect, or another doubt; inactive means no such curve, though single readings can be large or run the other way;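 further: plate controls were no enzyme wells and a reference inhibitor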
Target sequence (P00352 whole entry, looked up): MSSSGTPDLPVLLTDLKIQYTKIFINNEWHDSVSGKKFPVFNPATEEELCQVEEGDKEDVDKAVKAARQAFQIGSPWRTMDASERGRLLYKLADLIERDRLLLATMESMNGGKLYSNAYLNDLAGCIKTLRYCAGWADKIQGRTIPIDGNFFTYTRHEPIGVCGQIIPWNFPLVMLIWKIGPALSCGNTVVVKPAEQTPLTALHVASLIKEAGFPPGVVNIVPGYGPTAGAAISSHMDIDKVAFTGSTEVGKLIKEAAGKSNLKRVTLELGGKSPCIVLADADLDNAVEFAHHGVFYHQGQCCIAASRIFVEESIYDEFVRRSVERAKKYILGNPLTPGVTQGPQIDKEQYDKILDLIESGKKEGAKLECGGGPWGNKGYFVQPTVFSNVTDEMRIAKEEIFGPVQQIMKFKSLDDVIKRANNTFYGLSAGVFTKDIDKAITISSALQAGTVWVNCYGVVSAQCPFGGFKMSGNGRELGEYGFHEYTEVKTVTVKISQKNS
GLA spleen mod = inhibits or activates alpha-galactosidase in human spleen homogenate | AID 2107 | human spleen homogenate, 4MU-alpha-Gal fluorescence, 40 min | hit rate 0.008% among 240,000 | Potency, µM (top dose mostly 80 µM), inactives show at the highest dose activity change, negative = inhibition, actives largely listed as inhibitors | P06280; active means well fitted inhibition curve with a large enough effect; inconclusive means small, poorly fitted or top-dose-only effect, or effect the other way;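 further: 0% = enzyme with vehicle and -100% = no enzyme basal signal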
Target sequence (P06280 32-429 limits assumed): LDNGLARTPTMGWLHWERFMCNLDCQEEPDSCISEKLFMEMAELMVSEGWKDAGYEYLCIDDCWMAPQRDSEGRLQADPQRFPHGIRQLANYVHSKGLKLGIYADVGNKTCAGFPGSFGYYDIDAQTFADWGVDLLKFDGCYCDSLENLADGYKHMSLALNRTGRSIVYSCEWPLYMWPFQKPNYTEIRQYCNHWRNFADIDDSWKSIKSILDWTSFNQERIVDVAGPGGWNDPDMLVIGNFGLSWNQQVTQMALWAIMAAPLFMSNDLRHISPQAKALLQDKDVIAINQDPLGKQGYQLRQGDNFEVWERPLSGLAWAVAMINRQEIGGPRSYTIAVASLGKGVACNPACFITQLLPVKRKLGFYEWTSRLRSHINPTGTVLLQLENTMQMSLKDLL
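Human spleen homogenate (1 ug) as enzyme source, 4-methylumbelliferyl-alpha-D-galactopyranoside 1 mM final, citrate/phosphate pH 5.0 with 0.01% Tween-20. Compounds 40 min at 37C, NaOH/glycine stop; fluorescence Ex 365/Em 440, Hill-fit AC50.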
Starred values were filed as active, the others as inactive; ? = inconclusive. Potency means the concentration at half of the fitted maximal effect.

SMILES | ALDH1A1 block | GLA spleen mod
COCCn1c(=O)c(-c2ccccc2)nc2cnc(Oc3ccccc3)nc21 | ? | -12.5%
COc1cccc(Cn2c(=O)c(-c3ccc(F)cc3)nc3cnc(N(C)C)nc32)c1 | ? | 16.6%
O=C(c1ccco1)N1CCC[C@@]2(CCN(c3ncccn3)C2)C1 | ? | -7.7%
O=c1c(-c2ccccc2)nc2cnc(N3CCOCC3)nc2n1Cc1cccs1 | ? | 9.4%
COc1ccccc1CN1CC2(CCN(C(=O)c3ccncc3)CC2)C1 | -5.0% | 2.7%
CS(=O)(=O)N1CCC2(CCCN(c3cccc(-c4ccccc4)c3)C2)CC1 | -8.4% | -2.2%
Cc1noc(C)c1-c1cc(N(C)Cc2ccco2)ncn1 | ? | 9.5%
COc1ccccc1-c1cc(Nc2ccn[nH]2)ncn1 | ? | -2.8%
CC(=O)N1CCC2(CCCN(c3ccccc3)C2)CC1 | -4.7% | -4.0%
O=S(=O)(c1ccccc1)N1CCC2(CCCN(c3ccccc3)C2)CC1 | ? | 4.0%
O=c1c(-c2ccc(Cl)cc2)nc2cnc(N3CCOCC3)nc2n1C1CC1 | 11.2% | -3.9%
Cn1cccc1C(=O)N1CCC2(CC1)CN(c1ccccn1)C2 | ? | 14.7%
c1cn(-c2ccnc(-c3ccc4c(c3)OCO4)n2)cn1 | ? | -2.3%
COC(=O)N1CCC2(CCN(C(=O)Nc3cccc(F)c3)CC2)CC1 | 12.4% | 6.7%
COc1ccc(-c2nc3cncnc3n(-c3ccccc3)c2=O)cc1 | 3.1% | -2.8%
O=S(=O)(c1ccccc1)N1CCC[C@@]2(CCN(c3ncccn3)C2)C1 | ? | 5.6%
O=C(Oc1ccccc1)N1CCC2(CC1)CCN(c1ncccn1)CC2 | ? | 6.0%
CN(C)c1ncc2nc(-c3ccc(F)cc3)c(=O)n(Cc3ccc(F)cc3)c2n1 | ? | 13.9%
Cn1c(=O)c(-c2cccs2)nc2cncnc21 | ? | 7.1%
COc1cccc(Nc2ncc3ncc(=O)n(Cc4cccs4)c3n2)c1 | ? | 6.0%
CCNc1ncc2nc(-c3ccccc3)c(=O)n(CCC#N)c2n1 | ? | ?
COc1ccc(Oc2ncc3nc(-c4ccc(OC)cc4)c(=O)n(CCC#N)c3n2)cc1 | ? | -2.5%
COc1ccccc1CNc1cc(-c2ccc(C(=O)N(C)C)cc2)ncn1 | -16.9% | -0.3%
COc1ccc2[nH]cc(CCNc3ncncc3-c3ccc(C(=O)N(C)C)cc3)c2c1 | 7.2% | 7.4%
COc1ccc(C(=O)N2CCC3(CCN(C(=O)Nc4cccc(F)c4)CC3)CC2)cc1 | ? | 9.0%
COCCn1c(=O)c(-c2cccs2)nc2cnc(OC)nc21 | ? | ?
N#Cc1cccc(NC(=O)N2CC3(CCN(C(=O)c4cc(C(F)(F)F)cc(C(F)(F)F)c4)CC3)C2)c1 | -0.6% | -10.2%
O=c1c(-c2cccc(Cl)c2)nc2cncnc2n1C1CC1 | 13.6% | 2.1%
O=c1c(-c2cccs2)nc2cnc(N3CCOCC3)nc2n1CCc1ccccc1 | ? | 27.5%
FC(F)(F)c1ccccc1-c1cc(NCCN2CCOCC2)ncn1 | ? | 7.5%
CN1CCN(c2ncc3nc(CCc4ccccc4)c(=O)n(C)c3n2)CC1 | ? | -7.4%
Cc1noc(C)c1C(=O)N1CCC2(CCCN(C(=O)Nc3ccccc3)C2)CC1 | 2.8% | -7.1%
COC(=O)N1CCC2(CCCN(C(c3ccccc3)c3ccccc3)C2)CC1 | 6.4% | -0.8%
Cc1cnc(CNc2nc(-c3cccc(NS(C)(=O)=O)c3)nc3ccccc23)cn1 | 10.0% | -2.1%
Cc1noc(C)c1C(=O)N1CCC2(CCN(C(=O)NC(C)C)CC2)CC1 | 7.7% | 4.2%
CC(=O)N1CCC2(CCCN(Cc3ccc(C#N)cc3)C2)CC1 | 8.9% | -3.3%
COCCn1c(=O)c(-c2cccc(C#N)c2)nc2cnc(N(C)C)nc21 | -14.8% | 3.5%
N#Cc1cccc(NC(=O)N2CCCC3(CCN(S(=O)(=O)c4ccccc4)CC3)C2)c1 | -12.4% | -2.4%
COc1cccc(-c2ccc3ncnc(N(C)C)c3c2)c1 | 29.2% | 50.1µM*
CCNc1ncc2nc(-c3ccc(OC)cc3)c(=O)n(CCOC)c2n1 | ? | 19.8%
COc1ccc(C(=O)N2CCC3(CCCN(Cc4ccc(C#N)cc4)C3)CC2)cc1 | -10.2% | 1.6%
COCC(=O)N1CCC2(CCCN(c3ncccn3)C2)CC1 | -3.0% | 2.6%
COc1ncc2nc(-c3ccc(F)cc3)c(=O)n(C3CC3)c2n1 | ? | -16.5%
COc1ccc(-n2c(=O)c(C)nc3cnc(Oc4cccc(Cl)c4)nc32)cc1 | ? | -7.6%
COc1ccccc1CNc1ccnc(-c2c(C)noc2C)n1 | 8.8% | 0.1%
CCNc1ncc2nc(-c3ccc(F)cc3)c(=O)n(CCc3ccccc3)c2n1 | ? | 13.7%
COc1ccc(Oc2ncc3nc(C)c(=O)n(Cc4cccs4)c3n2)cc1 | -9.4% | -1.9%
CN1CCN(c2ncc3nc(-c4ccc(Cl)cc4)c(=O)n(Cc4ccc(F)cc4)c3n2)CC1 | ? | 9.1%
O=C(Nc1cccc(F)c1)N1CCCC2(CCN(C(=O)c3ccco3)CC2)C1 | ? | 1.9%
Cn1cccc1C(=O)N1CCC[C@@]2(CCN(c3ncccn3)C2)C1 | -12.9% | -11.9%
FC(F)(F)c1ccccc1-c1nc(NCCN2CCOCC2)c2ccccc2n1 | 13.9% | -5.7%
CS(=O)(=O)N1CCC[C@@]2(CCN(Cc3ccc(C#N)cc3)C2)C1 | -2.6% | -4.1%
N#Cc1cccc(NC(=O)N2CC[C@@]3(CCCN(C(=O)c4ccncc4)C3)C2)c1 | 18.3% | -3.5%
CN(C)c1nc(-c2cccnc2)nc2ccccc12 | ? | 28.2µM*
COc1ccccc1CCn1c(=O)c(-c2ccccc2)nc2cncnc21 | -8.6% | -5.5%
COCCn1c(=O)c(-c2cccs2)nc2cnc(Nc3ccccc3)nc21 | 0.4% | 2.3%
CCNc1ncc2nc(-c3ccccc3)c(=O)n(Cc3ccc(F)cc3)c2n1 | ? | ?
Cn1cccc1C(=O)N1CCC2(CC1)CCN(c1ccccc1)CC2 | -8.0% | 10.0%
CN1CCN(c2ncc3nc(-c4cccc(C#N)c4)c(=O)n(C[C@H]4CCCO4)c3n2)CC1 | ? | 15.1%
Cn1c(=O)cnc2cnc(Nc3ccccc3)nc21 | -16.6% | 0.9%

By substructure: those above with a CF3 group
SMILES | ALDH1A1 block | GLA spleen mod
N#Cc1cccc(NC(=O)N2CC3(CCN(C(=O)c4cc(C(F)(F)F)cc(C(F)(F)F)c4)CC3)C2)c1 | -0.6% | -10.2%
FC(F)(F)c1ccccc1-c1cc(NCCN2CCOCC2)ncn1 | ? | 7.5%
FC(F)(F)c1ccccc1-c1nc(NCCN2CCOCC2)c2ccccc2n1 | 13.9% | -5.7%

Next section:
SMILES | ALDH1A1 block | GLA spleen mod
O=C(c1csnn1)N1CCC2(CCCN(c3ncccn3)C2)CC1 | ? | -1.3%
CCNc1ncc2nc(-c3ccc(Cl)cc3)c(=O)n(C[C@H]3CCCO3)c2n1 | ? | -11.6%
COc1ccccc1CNc1nc(-c2ccccc2OC)nc2ccccc12 | 8.3% | -3.4%
O=C(c1ccco1)N1CCC2(CCCN(c3ccccn3)C2)CC1 | ? | 8.8%
COc1cccc(Cn2c(=O)c(-c3ccccc3)nc3cnc(N4CCN(C)CC4)nc32)c1 | ? | ?
COCCn1c(=O)c(CCc2ccccc2)nc2cnc(OC)nc21 | ? | -12.6%
CC(=O)N1CCC2(CC1)CCN(c1ncccn1)CC2 | -9.4% | -5.5%
COC(=O)N1CCC2(CC1)CN(C(=O)Nc1ccccc1)C2 | -3.3% | -2.7%
COCC(=O)N1CCC2(CCN(Cc3nccs3)CC2)CC1 | 8.5% | -10.1%
CS(=O)(=O)Nc1cccc(-c2nc(NC3CC3)c3ccccc3n2)c1 | -5.2% | -9.5%
COC(=O)N1CCC2(CC1)CCN(c1ccccn1)CC2 | 4.1% | -5.5%
Cn1c(=O)c(-c2cc(F)cc(F)c2)nc2cnc(Nc3ccccc3)nc21 | 24.9% | -1.2%
N#Cc1ccccc1-c1ccc2ncnc(NCCN3CCOCC3)c2c1 | ? | 1.3%
O=C(c1cnccn1)N1CCC[C@@]2(CCN(Cc3ccccc3)C2)C1 | 10.3% | -2.8%
O=c1c(-c2ccc(Cl)cc2)nc2cnc(Oc3ccccc3)nc2n1C1CC1 | ? | -4.7%

Full records, looked up by structure:
`CCNc1ncc2nc(-c3ccccc3)c(=O)n(Cc3ccc(F)cc3)c2n1` is entered as ALDH1A1 block = ?; GLA spleen mod = ?
`COCC(=O)N1CCC2(CCCN(c3ncccn3)C2)CC1` is entered as ALDH1A1 block = -3.0%; GLA spleen mod = 2.6%
`COc1cccc(-c2ccc3ncnc(N(C)C)c3c2)c1` is entered as ALDH1A1 block = 29.2%; GLA spleen mod = 50.1µM*

The listing picks up with the three entries that preceded the break.
SMILES | ALDH1A1 block | GLA spleen mod
N#Cc1ccccc1-c1ccc2ncnc(NCCN3CCOCC3)c2c1 | ? | 1.3%
O=C(c1cnccn1)N1CCC[C@@]2(CCN(Cc3ccccc3)C2)C1 | 10.3% | -2.8%
O=c1c(-c2ccc(Cl)cc2)nc2cnc(Oc3ccccc3)nc2n1C1CC1 | ? | -4.7%
O=C(Nc1ccccc1)N1CCCC2(CCNCC2)C1 | 14.9% | -1.4%
CCNc1ncc2ncc(=O)n(C)c2n1 | ? | ?
COCC(=O)N1CCC[C@@]2(CCN(c3ccccc3)C2)C1 | -8.6% | 2.1%
Cc1nc2cnc(Oc3ccccc3)nc2n(-c2ccccc2)c1=O | 22.4µM* | -18.6%
COC(=O)N1CCC2(CCCN(c3ccccn3)C2)CC1 | -90.8% | -4.0%
CN(C)C(=O)c1ccc(-c2cncnc2NCc2ccccc2)cc1 | -14.3% | 0.0%
Cn1cc(-c2nc3cnc(N4CCNCC4)nc3n(CCC#N)c2=O)c2ccccc21 | -10.3% | 6.0%
N#Cc1ccccc1-c1nc(NCCN2CCOCC2)c2ccccc2n1 | 11.4% | 4.9%
FC(F)(F)c1ccccc1-c1nc(NCc2cccs2)c2ccccc2n1 | ? | 6.4%
Cn1c(=O)c(-c2ccc(F)cc2)nc2cnc(N3CCOCC3)nc21 | ? | ?
Cn1cc(-c2nc3cnc(Oc4cccc(Cl)c4)nc3n(C3CC3)c2=O)c2ccccc21 | 8.7% | -5.3%
COc1ccc(CNc2ncnc3ccc(-c4ccoc4)cc23)c(OC)c1 | ? | 12.6%
O=c1cnc2cnc(N3CCOCC3)nc2n1CCc1ccccc1 | 2.9% | -11.1%
Cc1noc(C)c1-c1nccc(NCCN2CCOCC2)n1 | ? | -8.6%
COc1ncc2nc(-c3ccccc3)c(=O)n(C[C@H]3CCCO3)c2n1 | ? | 27.9%
COc1ccc(Oc2ncc3nc(-c4cccs4)c(=O)n(Cc4cccs4)c3n2)cc1 | 4.9% | 2.5%
O=C(Nc1ccccc1)N1CCC2(CC1)CCN(C(=O)c1csnn1)CC2 | -2.7% | 1.6%
Cn1cccc1C(=O)N1CCC[C@@]2(CCN(Cc3ccccc3)C2)C1 | -8.8% | -11.5%
Cc1ccccc1-c1cc(NCCN2CCOCC2)ncn1 | 14.8% | -7.1%
COc1cccc(Cn2c(=O)c(-c3cc(F)cc(F)c3)nc3cncnc32)c1 | ? | -2.5%
COc1ccc2[nH]cc(CCNc3cc(-c4ccccc4Cl)ncn3)c2c1 | -15.3% | 6.8%
O=C(c1ccncc1)N1CCC2(CCCN(c3ncccn3)C2)CC1 | 7.8% | 9.0%
CN1CCN(c2ncc3nc(-c4cccs4)c(=O)n(C[C@H]4CCCO4)c3n2)CC1 | ? | 19.1%
CCNc1ncc2nc(-c3cc(F)cc(F)c3)c(=O)n(C3CC3)c2n1 | ? | 19.4%
O=S(=O)(c1ccccc1)N1CCC2(CCN(Cc3ccncc3)CC2)CC1 | -15.7% | 13.1%
COCC(=O)N1CCC2(CC1)CN(Cc1ccccc1OC)C2 | -1.4% | 14.7%
CC(C)CN1CCC2(CC1)CCN(C(=O)c1cccc(F)c1)CC2 | 2.3% | -1.0%

Source: PubChem BioAssay (National Center for Advancing Translational Sciences (NCATS))

Only part of the results is shown; count on the stated rates, not on these rows.
